Source: PubChem BioAssay
RGS4 inh: human RGS4 inhibition. AID 463165. HEK293 M3R/RGS4 inducible, Fluo-4 calcium flux; hits give high values; triggered by carbachol at its EC20. P49798. B-score at 10 µM. 310,000 tested, 0.45% active;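 active = B-score, a plate-corrected calcium signal, over three deviations above library mean, with baseline fluorescence within five deviations of library mean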;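 also: RGS4 expression induced by doxycycline in cells with stable M3 receptor; B-score is computed from the integrated fluorescence ratio over baseline after carbachol; higher B-score means a larger calcium signal and so more RGS4 inhibition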
Target sequence (P49798 whole entry, looked up): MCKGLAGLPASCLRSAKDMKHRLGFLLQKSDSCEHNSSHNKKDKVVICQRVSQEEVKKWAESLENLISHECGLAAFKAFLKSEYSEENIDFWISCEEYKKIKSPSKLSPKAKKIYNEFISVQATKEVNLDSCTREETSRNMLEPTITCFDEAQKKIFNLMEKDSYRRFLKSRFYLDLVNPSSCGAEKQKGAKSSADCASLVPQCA
MrgX1 allo act: allosterically activates human MrgX1 receptor signaling; AID 588675; MrgX1-HEK293, Fluo-4 calcium flux, FDSS; hits give high values; 310,000 tested, 0.63% active; B-score at 10 µM; Q96LB2;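 active = plate-corrected calcium response at least 3 library SD above typical, normal starting fluorescence, not activating the receptor alone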;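 also: compound read alongside a low EC10 to EC30 dose of BAM8-22 agonist; peak minus trough fluorescence over baseline measured at the second addition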
Target sequence (Q96LB2 whole entry, looked up): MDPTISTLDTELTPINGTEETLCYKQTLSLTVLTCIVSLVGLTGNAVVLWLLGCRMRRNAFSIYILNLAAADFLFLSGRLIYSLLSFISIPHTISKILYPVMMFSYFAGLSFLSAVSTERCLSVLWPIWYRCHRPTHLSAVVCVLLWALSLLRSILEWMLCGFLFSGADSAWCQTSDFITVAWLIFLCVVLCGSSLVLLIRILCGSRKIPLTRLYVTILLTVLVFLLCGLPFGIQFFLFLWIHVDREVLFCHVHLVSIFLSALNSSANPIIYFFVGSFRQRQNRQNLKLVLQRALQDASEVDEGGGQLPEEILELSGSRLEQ
TRPC6 inhibitor: blocks the mouse TRPC6 cation channel; Q61143; HEK293-TRPC6, membrane potential dye, ACh-evoked depolarization; hits give low values; B-score at 10 µM; 310,000 tested, 1.1% active; AID 2553;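 active = B-score under library mean minus 3 SD, initial fluorescence not abnormally high, positive integrated signal ratio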;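 also: B-score derived from integrated fluorescence ratio over the kinetic read; more negative B-score means stronger inhibition of depolarization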
TRPC4 act: opens the mouse TRPC4 cation channel. 310,000 tested, 0.49% active. B-score at 10 µM. HEK293 TRPC4beta/mu-opioid, Fluo4 calcium fluorescence; hits give high values. Q9QUQ5;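 active = B-score above 5 SD of library B-scores, and initial fluorescence ratio not above library mean plus 5 SD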;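 also: positive B-score marks a calcium rise read as TRPC4 activation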
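Assay system: HEK293 cells stably co-expressing mouse TRPC4beta and mu-opioid receptor / Timing: Fluo4 dye loading 45 min at room temperature, 110 s recording / Signal: Fluo4 calcium-sensitive dye fluorescence, kinetic, 1 Hz baseline / Read-out: integrated baseline-normalised fluorescence ratio, converted to per-well B score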
TRPC4 potent: allosteric potentiators of mouse TRPC4 channel | B-score at 10 µM | HEK293 TRPC4beta/mu-opioid, DAMGO EC20, Fluo-4 Ca2+ flux; hits give high values | AID 2227 | 310,000 tested, 0.42% active;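 active = B-score of calcium response area above 5 SD of library B-scores, with initial fluorescence ratio within 5 SD of library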;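 also: B-score of integrated fluorescence ratio over time as area under calcium response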
TMEM16A act: activates or potentiates the mouse TMEM16A chloride channel. Q8BHY3. HEK293 TMEM16A/YFP-H148Q/I152L, iodide quench fluorescence; hits give low values. B-score at 10 µM. 340,000 tested, 0.3% active;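 active = fluorescence-ratio B-score plate-corrected deviation score at least 3 library SD below zero, with starting fluorescence score within 5 deviations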;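 also: channel opened by trigger with iodide after compound preincubation; score built on the fluorescence ratio of max minus min over baseline; more negative score means more quench and so TMEM16A activation or potentiation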
MrgX1 agonist: human MrgX1 receptor agonism, primary screen | Q96LB2 | 310,000 tested, 0.44% active | B-score at 10 µM | MrgX1-HEK293 cells, Fluo-4 calcium fluorescence, agonist mode; hits give high values;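 active = calcium response B-score plate-corrected fluorescence ratio at least 3 library SD, with starting fluorescence B-score inside 5 SD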
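Material: MrgX1-expressing HEK293 cells; input: 15,000 cells per well; doses: test compound given as first of three sequential additions; schedule: overnight plating before 1 h dye loading; technique: Fluo-4 NW calcium-flux fluorescence, kinetic read; evaluation: baseline-normalised fluorescence change ratio, B-scored; control set: plate-wise positive and negative controls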
TMEM16A inh: inhibitors of mouse TMEM16A calcium-activated chloride channel; normalized B-score (activity score, 25-100; higher = stronger inhibition) at 10 µM; HEK293 TMEM16A/YFP iodide influx fluorescence, ionomycin; AID 588511; 310,000 tested, 1.2% active;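 active = ratio plate-corrected score three or more library SD toward inhibition, starting fluorescence score within five deviations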;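 also: score derived from kinetic fluorescence span divided by baseline fluorescence per well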
TRPC4 inh: inhibitors of mouse TRPC4 channel; Q9QUQ5; HEK293 TRPC4beta/mu-opioid, DAMGO-evoked Fluo4 calcium flux; hits give low values; 300,000 tested, 0.39% active; AID 2247; B-score at 10 µM;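 active = B-score over 3 SD under the library average, no early fluorescence shift, positive overall ratio signal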
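Assay system – HEK293 line stably carrying TRPC4beta and mu-opioid receptor · Doses – single dose · Detection – Fluo4 calcium-dye fluorescence, kinetic read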
MrgX1 antag: human MrgX1 receptor antagonism, primary screen. Q96LB2. MRGX1-HEK293 calcium flux, Fluo-4, BAM8-22 antagonism; hits give low values. B-score at 10 µM. 310,000 tested, 1.3% active. AID 588676;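 active = calcium-response B-score plate-corrected more than 3 library SD below zero, starting fluorescence within 5 deviations, no agonist response on first addition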;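 also: peak minus trough fluorescence over baseline after final BAM8-22 challenge near maximal dose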
TRPC6 act: activators of mouse TRPC6 channel; Q61143; B-score at 10 µM; HEK293-TRPC6 membrane potential dye fluorescence; hits give high values; AID 2550; 310,000 tested, 0.13% active;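 active = B-score of the integrated fluorescence ratio above library mean plus 3 SD, and starting fluorescence ratio within library mean plus 5 SD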;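 also: higher score means more depolarization so channel activation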
Numbers without * were called inactive; i = inactive; nt = no result given.

SMILES | RGS4 inh | MrgX1 allo act | TRPC6 inhibitor | TRPC4 act | TRPC4 potent | TMEM16A act | MrgX1 agonist | TMEM16A inh | TRPC4 inh | MrgX1 antag | TRPC6 act
O=S(=O)(c1ccccc1)N1CCC(=NO)CC1 | i | i | i | i | i | i | i | i | i | i | i
Cc1cc(NS(=O)(=O)c2ccc(NC(=S)NC(=O)c3ccc(C(C)(C)C)cc3)cc2)no1 | i | i | i | i | i | i | i | i | i | i | i
Cc1ccc2cc(CCNC(=O)C(=O)c3c(C)[nH]c4ccccc34)c(=O)[nH]c2c1 | i | i | i | i | i | i | i | i | i | i | i
COc1ccccc1C1CCN(C(=O)C2CCCCC2)CC1 | i | i | i | i | i | i | i | i | i | i | i
Cc1ccc(S(=O)(=O)N2CCC(C(=O)N[C@@H](C)C(=O)NCCc3ccccc3)CC2)cc1 | nt | i | nt | nt | nt | i | i | i | nt | i | nt
CCOC(=O)c1c(/N=C/C2C(=O)CC(C)(C)CC2=O)sc2c1CCCC2 | i | i | i | i | i | i | i | i | i | i | i
CCN(CC)c1ccc(/C=N/N2CCN(Cc3cccc4ccccc34)CC2)c(O)c1 | i | i | i | i | i | i | i | i | i | i | i
O=C(Nc1ccc2c(c1)CCC2)c1cnc(Cl)c(Cl)c1 | i | i | i | i | i | i | i | i | i | i | i
CCN(CC)CCNC(=O)/C(=C/c1cn(CC)c2ccccc12)NC(=O)c1cc(OC)c(OC)c(OC)c1 | i | i | i | i | i | i | i | i | i | i | i
O=C(NC(=S)Nc1ccc(CN2CCOCC2)cc1)c1ccccc1[N+](=O)[O-] | i | i | i | i | i | i | i | i | i | i | i
Nc1nc(Nc2ccccc2)nc(NCc2ccco2)c1[N+](=O)[O-] | i | i | i | i | i | i | i | i | i | i | i
O=[N+]([O-])c1ccc(Cl)c(C[n+]2cccc3ccccc32)c1 | i | i | i | i | i | i | i | i | i | i | i
Cc1cccc(NC(=S)N(CCCN2CCCC2)Cc2cccn2Cc2ccc(Cl)cc2)c1 | i | i | i | i | i | i | i | i | i | i | i
Oc1ccccc1N1CCN(Cc2ncc(-c3ccccc3)o2)CC1 | i | i | i | i | i | i | i | i | i | i | i
Cc1cccc(-n2c(SCC(N)=O)nnc2-c2ccccn2)c1C | i | i | i | i | i | nt | i | i | i | -8.3* | i
Cc1ccc(-n2nc(C(=O)O)nc2-c2ccccc2)cc1 | i | i | i | i | i | i | i | i | i | i | i
O=C(CCN1C(=O)COc2ccccc21)NCc1cccnc1 | i | i | i | i | i | i | i | i | i | i | i
CCn1c(SCC(=O)Nc2ccc(N3CCOCC3)cc2)nnc1-c1ccncc1 | i | i | i | i | i | i | i | i | i | i | i
Cc1ccc(C(=O)Nc2ccc(S(=O)(=O)NCc3ccco3)cc2)cc1 | i | i | i | i | i | i | i | i | i | i | i
Cc1nc2ccc(NC(=O)CCC3CCCC3)cc2s1 | i | i | i | i | i | i | i | i | i | i | i
Cc1cccc(NC(=O)CSc2ncnc3sc(C)cc23)c1 | i | i | i | i | i | i | i | i | i | i | i
COc1cccc(CN2C(=O)C3CCCN3c3ccc(S(=O)(=O)N4CCOCC4)cc32)c1 (configuration not stated) | i | i | i | i | i | nt | i | i | i | i | i
COc1ccc(/C=C/C(=O)c2cc(Cl)ccc2O)c(OC)c1 | i | i | i | i | i | i | i | i | i | i | i
O=C(NC1CCCC1)C(=O)N(c1ccccc1F)C(C(=O)NCC1CCCO1)c1cccs1 (configuration not stated) | i | i | i | i | i | i | i | i | i | i | i
O=C(NCCc1ccccc1Cl)C1CCC(=O)N(Cc2cccc(C(F)(F)F)c2)C1 (configuration not stated) | i | i | i | i | i | i | i | i | i | i | i
O=C(Cc1cccs1)NCc1cccc(C(F)(F)F)c1 | i | i | i | i | i | i | i | i | i | i | i
O=C(C1CCCN(Cc2nc(-c3cccs3)no2)C1)N1CCOCC1 (configuration not stated) | i | i | i | i | i | i | i | i | i | i | i
Cc1nc2ccccc2cc1C(=O)N/N=C/c1ccco1 | i | i | i | i | i | i | i | i | i | i | i
Cc1nc2nc[nH]n2c(=O)c1C/C=C/c1ccccc1 | i | i | i | i | i | i | i | i | i | i | i
COc1ccccc1CNC(=O)CCCNS(=O)(=O)c1cccc2nsnc12 | i | i | i | i | i | i | i | i | i | i | i
CC(=O)Nc1ccc(Nc2cc(N(C)C)c3nonc3c2[N+](=O)[O-])cc1 | i | i | i | i | i | i | i | i | i | i | i
CCOC(=O)C1=C(C)N=c2s/c(=C/c3ccco3)c(=O)n2C1c1cccc(OC)c1 (configuration not stated) | i | i | i | i | i | nt | i | i | i | i | i
CCOc1ccc(N2C(=O)CC(N(CCc3ccc(OC)c(OC)c3)C(=O)/C=C/C(=O)O)C2=O)cc1 (configuration not stated) | i | i | i | i | i | i | i | i | i | i | i
COc1cc2c(cc1OC)C(NC(=O)c1ccc(C)cc1)CC2=O (configuration not stated) | i | i | i | i | i | i | i | i | i | i | i
CCS(=O)(=O)N1Cc2ccccc2CC1C(=O)Nc1ccc(OC)cc1OC (configuration not stated) | i | i | i | i | i | i | i | i | i | i | i
CC1=C(C#N)C(NC(=O)c2ccccc2Cl)(C(F)(F)F)C(=O)N1 (configuration not stated) | i | i | i | i | i | i | i | i | i | i | i
CCCOc1ccc(-c2csc(NC(=O)CN3C(=O)CCC3=O)n2)cc1 | i | i | i | i | i | i | i | i | i | i | i
Clc1ccc(OCCn2ccnc2)c(Cl)c1 | i | i | i | i | 14* | i | i | i | i | i | i
CCCC(=O)Nc1nnc(SCC(=O)NCc2ccco2)s1 | i | i | i | i | i | i | i | i | i | i | i
CCCN(C(=O)CSCC(=O)Nc1ccc(OC)cc1)c1c(N)n(Cc2ccccc2)c(=O)[nH]c1=O | i | i | i | i | i | i | i | i | i | i | i
CC(C)c1ccc(NC(=S)N2CCCC(c3ccc(F)cc3)=N2)cc1 | i | i | i | i | i | i | i | i | i | i | i
COc1ccc(CCNC(=S)NC(=O)/C=C/c2ccc(C)cc2)cc1OC | i | i | i | i | i | i | i | i | i | i | i
CN1CCC(OC(=O)c2ccccc2Cl)CC1 | i | i | i | i | i | i | i | i | i | i | i
Cc1ccc(-c2nn(C(C)(C)C)c3ncnc(N)c23)cc1 | nt | i | nt | nt | nt | i | i | i | nt | -4.5* | nt
COc1ccccc1-c1cc(C(=O)N/N=C/c2ccoc2)c2ccccc2n1 | i | i | i | i | i | i | i | i | i | i | i
CCOc1ccc2nc(NC(=O)c3cnccn3)sc2c1 | i | i | i | i | i | i | i | i | i | i | i
CCN(Cc1ccncc1)C(=O)c1cc(COc2ccc(F)cc2F)on1 | i | i | i | i | i | i | i | i | i | i | i
CN(C)S(=O)(=O)c1ccc(NC(=O)CNc2cc(S(=O)(=O)N3CCCC3)ccc2OCC(F)(F)F)cc1 | i | i | i | i | i | i | i | i | i | i | i
CC(C)c1ccc(NC2CCCN(C(=O)c3ccnc(Cl)c3)C2)cc1 (configuration not stated) | i | i | i | i | i | i | i | i | i | i | i
CCCSc1ccc([C@H]2N[C@@](Cc3ccccc3)(C(=O)OC)[C@H]3C(=O)N(CC)C(=O)[C@@H]23)cc1 | i | i | i | i | i | i | i | i | i | i | i
O=C(NCCc1ccccc1)C1CC(c2ccccc2O)=NO1 (configuration not stated) | i | i | i | i | i | i | i | i | i | i | i
CCCOc1ccccc1C1CC(=O)Nc2cc3c(cc21)OCCO3 (configuration not stated) | i | i | i | i | i | i | i | 100* | i | i | i
Cc1cc(Nc2cccc(Cl)c2)nc(-c2ccccc2O)n1 | i | i | i | i | i | i | i | i | i | i | i
COc1ccc(C(=O)Nc2cc(C)ccc2NC(=O)COc2ccccc2)cc1 | i | i | i | i | i | i | i | i | i | i | i
CCOC(=O)Cc1csc(NC(=O)COc2c(C)cccc2C)n1 | i | i | i | i | i | i | i | i | i | i | i
COc1ccc(OCc2nnc(SCC(=O)N3CCCC3)o2)cc1 | i | i | i | i | i | i | i | i | i | i | i
Cc1cc(=O)[nH]c(SCC(=O)Nc2ccc(S(=O)(=O)N3CCOCC3)cc2)n1 | i | i | i | i | i | i | i | i | i | i | i
COc1ccc(C2CC(c3ccccc3)=NN2C(=O)COC(=O)c2nc3nc(C)cc(C)n3n2)cc1 (configuration not stated) | i | i | i | i | i | i | i | i | i | i | i
N#Cc1ccc(-c2csc(NNC(=O)c3ccc(Br)cc3)n2)cc1 | i | i | i | i | i | i | i | i | i | i | i
O=C(c1ccc2[nH]c(=O)c(=O)[nH]c2c1)N1CCN(Cc2ccccc2)CC1 | i | i | i | i | i | i | i | i | i | i | i
The results go on.
SMILES | RGS4 inh | MrgX1 allo act | TRPC6 inhibitor | TRPC4 act | TRPC4 potent | TMEM16A act | MrgX1 agonist | TMEM16A inh | TRPC4 inh | MrgX1 antag | TRPC6 act
COc1ccccc1NC(=O)c1ccccc1SC | i | i | i | i | i | i | i | i | i | i | i
COc1cc(/C=N/n2cc(-c3ccccc3)[nH]c2=S)cc(OC)c1O | i | 11* | i | i | i | i | i | i | i | i | i
Cc1ncc(C[n+]2csc(C)c2C)c(N)n1 | i | i | i | i | i | i | i | i | i | i | i
Cc1nnc(SC(C)C(=O)Nc2ccc(S(=O)(=O)NC3CCCCC3)cc2)s1 (configuration not stated) | i | i | i | i | i | i | i | i | i | i | i
COc1ccc(C2NN=C(c3ccc(C)cc3)S2)cc1OC (configuration not stated) | i | i | i | i | i | i | i | i | i | i | i
O=C(NCC1CC1)C1CCCN(S(=O)(=O)c2ccc(-n3cnnn3)cc2)C1 (configuration not stated) | i | i | i | i | i | nt | i | i | i | i | i
C=CCn1c(=NC(=O)c2cccs2)sc2cccc(OC)c21 | i | i | i | i | i | i | i | i | i | i | i
Cc1cc(C)c(C#N)c(Oc2ccc(O)cc2)n1 | i | i | i | i | i | i | i | i | i | i | i
Cc1ccc(-c2cn(S(=O)(=O)c3ccc(C)cc3)nc2N)cc1 | i | i | i | i | i | i | i | i | i | i | i

Random draw from the library. Share with any hit: about 5.8%.
